Assay outcomes deposited in PubChem by The Scripps Research Institute Molecular Screening Center.
PLC-beta3 inh: PLC-beta3 (human) inhibition, primary screen | inhibition, % at 12.2 µM | Purified PLC-beta3, fluorogenic substrate, fluorescence | 370,000 compounds, 0.18% hits | Q01970 | AID 720704; in the data active = inhibition above about 11%;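 also: 0% = median of compound wells on plate and 100% = full blocker control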
ssDAF12 agonist: activators of S. stercoralis DAF-12 nuclear receptor. HEK293 ssDAF-12/GRIP1 lit1-tk-luc reporter, luminescence; % of 3 µM dafachronic acid response. activation, % at 6.8 µM. 370,000 compounds, 1% hits. AID 652126;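 active = activation above the mean over all tested compounds plus 3 SD, cut at about 0.9% in these data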;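 also: 0% = DMSO-only wells and 100% = 3 µM delta7-dafachronic acid wells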
FXN GAA850 act: frataxin GAA850 promoter activation; HEK293 lucGAA850 FXN promoter luciferase reporter, 24 h; percent of 10 µM SAHA response; AID 540364; activation, % at 6 µM; 360,000 compounds, 0.56% hits;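 active = activation above the average of all compounds screened plus 3 SD, cutoff fixed separately per campaign, cut at about 7.5% in these data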;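 also: 0% = DMSO wells and 100% = 10 µM SAHA wells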
hcDAF-12 act: activates DAF-12 receptor from parasite H. contortus; activation, % at 6.8 µM; HEK293 hcDAF-12 lit1-tk-luc reporter, luminescence; 0% DMSO, 100% Δ7-dafachronic acid; AID 652067; 370,000 compounds, 1.4% hits;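 active = activation above the mean of all tested compounds plus 3 SD, cut at about 5.5% in these data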;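 also: 100% = response to 3 µM Δ7-dafachronic acid high control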
ADAM17 inh: inhibitors of human ADAM17. P78536. recombinant ADAM17, EDANS/DABCYL FRET peptide cleavage. inhibition, % at 6.95 µM. 370,000 compounds, 0.83% hits. AID 720648;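 active = inhibition above the mean of compounds lying between control limits plus 3 SD, set per campaign, cut at about 8.5% in these data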;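 also: 0% = DMSO-only wells as the low control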
PLC-gamma1 inh: blocks human PLC-gamma1 enzyme activity | purified PLC-gamma1, fluorogenic substrate, fluorescence | 370,000 compounds, 0.84% hits | AID 720700 | inhibition, % at 12.2 µM; in the data active = inhibition above about 9.5%
ADAM10 inh: inhibitors of human ADAM10; 370,000 compounds, 0.62% hits; recombinant ADAM10, EDANS/DABCYL FRET peptide cleavage, 3 h; inhibition, % at 7 µM;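 active = inhibition above a per-campaign cutoff equal to the mean of compounds falling between control-based bounds plus 3 SD, cut at about 20% in these data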;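 also: 0% = DMSO wells while the 100% control is not disclosed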
sPLA2-III inh: Inhibits HGIII-sPLA2 liposome hydrolysis, primary screen | 370,000 compounds, 0.56% hits | inhibition, % at 12.2 µM | AID 743126 | QFRET BODIPY PC-A2 liposome hydrolysis, fluorescence;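 active = inhibition above mean plus 3 SD of compounds lying within the high and low control bounds, cut at about 19% in these data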;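 also: 0% = median of test compound wells and 100% = no enzyme DMSO wells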
Target sequence (Q9NZ20 whole entry, looked up): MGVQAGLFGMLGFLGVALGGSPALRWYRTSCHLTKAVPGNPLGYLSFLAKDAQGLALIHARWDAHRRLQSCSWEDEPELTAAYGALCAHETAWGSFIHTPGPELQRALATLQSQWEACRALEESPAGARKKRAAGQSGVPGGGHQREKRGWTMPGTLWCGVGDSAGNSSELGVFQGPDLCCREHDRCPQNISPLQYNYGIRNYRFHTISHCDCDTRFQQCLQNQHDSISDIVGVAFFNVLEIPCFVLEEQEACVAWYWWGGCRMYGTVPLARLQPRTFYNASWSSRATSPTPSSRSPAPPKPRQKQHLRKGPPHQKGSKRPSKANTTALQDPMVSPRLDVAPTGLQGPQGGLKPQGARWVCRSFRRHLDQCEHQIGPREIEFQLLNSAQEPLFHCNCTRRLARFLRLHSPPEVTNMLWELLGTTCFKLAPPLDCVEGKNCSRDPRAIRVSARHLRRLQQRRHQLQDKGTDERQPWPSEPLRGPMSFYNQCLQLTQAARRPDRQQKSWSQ
hgDAF12 agonist: hgDAF-12 agonism, primary luciferase screen; HEK293 GAL4-hgDAF12 UAS-luciferase reporter, agonist luminescence; normalized to butyrate control; activation, % at 6.8 µM; 370,000 compounds, 1.8% hits;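 active = activation above a cutoff set at the mean of all screened compounds plus 3 SD, cut at about 10% in these data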;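 also: 0% = DMSO wells and 100% = sodium butyrate wells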
DAX1 inh-1: inhibitors of DAX1 repression of SF-1 activated StAR promoter | HEK293T StAR-luciferase reporter, SF-1/DAX-1 repression relief | inhibition, % at 6.8 µM | 370,000 compounds, 1.1% hits | AID 652010;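 active = inhibition above the mean over all tested compounds plus 3 SD, cut at about 3.6% in these data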;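 also: 0% = DAX-1 cells with DMSO and 100% = cells lacking DAX-1 with DMSO; higher inhibition means more luminescence from relief of DAX-1 repression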
DAX1 inh-2: inhibitors of human orphan nuclear receptor DAX1 (NR0B1) | P51843 | inhibition, % at 6.75 µM | 340,000 compounds, 0.99% hits | AID 504766 | HEK293 Gal4-DAX1 luciferase reporter, luminescence;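 active = inhibition above the mean over all tested compounds plus 3 SD, cut at about 4.2% in these data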;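 also: 0% = DAX1-transfected cells with DMSO and 100% = empty-vector control cells with DMSO; inhibition shows as a rise in luminescence from relieved DAX1 repression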
Target sequence (P51843 207-470 limits assumed): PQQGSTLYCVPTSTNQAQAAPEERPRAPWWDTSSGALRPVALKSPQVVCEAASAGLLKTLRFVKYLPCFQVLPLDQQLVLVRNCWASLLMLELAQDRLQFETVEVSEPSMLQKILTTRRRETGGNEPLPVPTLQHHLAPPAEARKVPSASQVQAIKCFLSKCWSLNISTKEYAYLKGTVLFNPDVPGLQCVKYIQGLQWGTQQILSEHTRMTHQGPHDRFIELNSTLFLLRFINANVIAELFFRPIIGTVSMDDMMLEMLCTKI
An asterisk follows results filed as active; i = inactive; / = not tested or not shown.

SMILES | PLC-beta3 inh | ssDAF12 agonist | FXN GAA850 act | hcDAF-12 act | ADAM17 inh | PLC-gamma1 inh | ADAM10 inh | sPLA2-III inh | hgDAF12 agonist | DAX1 inh-1 | DAX1 inh-2
COc1ccc(NC(=O)CSc2nc3ccccc3nc2N2CCOCC2)cc1 | -15 | -0.9 | 0.1 | -1.4 | 0 | -12 | 3 | -4 | 5.5 | -2.3 | -1.2
Clc1cccc(-c2ccc(-c3nc4ccccn4c3NCc3ccccc3)cc2)c1 | i | 1.8* | 1.1 | 1.7 | -66 | i | -244 | 1 | 7.0 | 0.9 | 0.1
Cc1ccccc1N(C(=O)Cc1cccs1)C(C(=O)NC1CCCCC1)c1cn(C)nc1C (centres undefined) | 6 | -1.3 | 2.0 | -0.8 | 3 | 3 | -4 | -2 | -1.7 | -0.4 | -0.2
O=C(Nc1cccc2ncccc12)c1ccc(-c2ccc(Cl)cc2Cl)o1 | 6 | -1.5 | 2.5 | -2.0 | 5 | 8 | 0 | 10 | 1.9 | -0.5 | -1.3
CCOc1ccc(CCNC(=O)COC(=O)CNC(=O)c2ccc(Br)o2)cc1OCC | -3 | -1.0 | 3.3 | -0.9 | -3 | 1 | 4 | -14 | 2.8 | -2.4 | 0.5
CCCOc1cccc(C(=O)NC(=S)Nc2ccc(N3CCN(C)CC3)cc2)c1 | 3 | -0.1 | 2.8 | -0.9 | -3 | -1 | -4 | 1 | 1.3 | -0.9 | /
CCOc1cccc(/C=N\NC(=O)Cc2cccs2)c1O | -90 | -1.1 | / | -0.3 | -9 | -69 | -24 | -18 | 0.1 | 0.2 | /
O=C(N/N=C/c1ccoc1)c1ccccc1F | -6 | -0.4 | 5.2 | 2.4 | -13 | -1 | -14 | 6 | 4.4 | 5.3* | 0.6
Cc1c(Br)cnn1C(C)C(=O)N1CCN(c2ccccc2F)CC1 (centres undefined) | -6 | -1.2 | -1.4 | -0.4 | -5 | 0 | -16 | 10 | -1.9 | -1.5 | -0.7
CNC(=O)c1c(NC(=O)CCS(=O)(=O)c2ccc(Cl)cc2)sc2c1CCN(C(=O)OC)C2 | -14 | -1.0 | -0.1 | -1.1 | -8 | -5 | -21 | -5 | -2.4 | 1.1 | -0.5
CCOC(=O)c1cnc2ccc(C(=O)OC)cc2c1NCCN1CCOCC1 | -12 | -1.7 | 0.9 | 0.4 | -23 | -11 | -59 | -7 | 0.6 | 0.2 | -1.1
CCOC(=O)[C@H]1[C@H]2COc3ccccc3[C@@H]2N2C(=O)c3cc(Cl)ccc3NC(=O)[C@@]12C | -4 | -0.2 | -8.7 | -0.2 | 1 | 0 | 3 | -5 | 0.5 | -0.1 | -0.1
CC(C)n1c(N2CCN(C(=O)Nc3ccc(F)cc3F)CC2)nc2ccccc21 | 5 | -1.3 | -0.7 | -0.2 | 4 | 3 | 7 | 5 | -2.7 | -0.3 | -0.1
O=C(C(=O)N1CCC(CNC(=O)c2sc3ccccc3c2Cl)CC1)c1cccs1 | 0 | -1.6 | / | -3.9 | 2 | -2 | 16 | 0 | -4.4 | -2.1 | /
COc1ccccc1CNS(=O)(=O)CC12CCC(CC1=O)C2(C)C (centres undefined) | -6 | -1.4 | 2.7 | -0.4 | -1 | 2 | 6 | 9 | -0.6 | 0.0 | 0.4
O=C(NCCS(=O)c1ccc(Cl)cc1)c1cccc(Cl)c1 (centres undefined) | 0 | -0.7 | 3.6 | -2.0 | -2 | 0 | -8 | 2 | -1.3 | -0.3 | /
COc1ccc(N2CCN(CCNS(=O)(=O)c3cccs3)CC2)cc1 | -2 | -2.0 | / | -1.1 | -5 | -2 | -8 | 3 | -2.4 | -0.8 | /
Cc1ccc(NC(=O)c2cc(S(=O)(=O)N3CCCCC3)c[nH]2)cc1Cl | -4 | -1.5 | 1.2 | -3.2 | -5 | -2 | -7 | 5 | -1.5 | -0.1 | /
CCOC(=O)C(NC(=O)NCc1ccccc1)(OCC)C(F)(F)F (centres undefined) | 0 | -0.8 | 1.9 | 3.6 | -3 | -1 | -7 | 16 | 2.9 | 0.3 | 0.0
Nn1c(SCC(=O)N2CCCCCC2)nnc1-c1ccco1 | -6 | -1.0 | -0.3 | -2.2 | 0 | 0 | -16 | 8 | -0.9 | 2.7 | 0.4
CCOc1ccc(Nc2cc(Nc3ccccc3OCC)nc(C=C(C#N)C#N)n2)cc1 | -6 | -1.5 | 1.9 | -0.3 | -2 | -2 | -6 | 4 | -0.2 | 0.2 | 2.8
CCOc1ccccc1NC(=S)NC(=O)CCc1ccccc1 | -8 | -1.0 | 0.6 | -1.0 | 2 | 2 | 10 | 5 | 1.4 | -0.2 | -0.8
O=C(c1cnn2ccccc12)N(Cc1ccco1)C1CCCC1 | 0 | -1.7 | 0.5 | -1.5 | -4 | 1 | -10 | 0 | -1.2 | -1.1 | -1.6
O=C(CSc1nnc(-c2ccccc2)n1C1CCCCC1)N1CCCC1 | -1 | -1.2 | -2.2 | -2.1 | -1 | 0 | -6 | -3 | -0.9 | -0.1 | 1.3
Clc1ccc(CSc2nnc(-c3ccncc3)s2)cc1 | -8 | -1.0 | 1.2 | 1.1 | -4 | -2 | 0 | 11 | 0.3 | -0.1 | 1.7
O=C(C1=C[C@H](c2ccccc2)C[C@H](OCCCCO)O1)N1CCN(Cc2ccc3c(c2)OCO3)CC1 | -2 | -1.2 | 0.7 | -1.9 | -5 | -5 | -12 | 1 | -0.7 | 1.1 | -0.3
O=C(Nc1ccccn1)C1COc2ccccc2O1 (centres undefined) | -3 | 0.1 | 4.6 | 5.5 | -5 | 2 | 7 | 9 | 7.2 | 1.1 | 1.7
O=C(Nc1ccc(CSc2ccccc2)cc1)c1ccccc1 | 0 | -0.6 | 2.2 | -0.1 | -4 | 0 | 1 | 5 | 1.1 | -0.1 | 1.7
N#Cc1ccc2ccn(CC(=O)NCc3ccco3)c2c1 | -19 | -0.5 | 0.8 | -0.5 | -11 | -15 | -18 | -1 | -1.8 | 0.1 | 0.7
CC(C)(/C=N/O)/[N+]([O-])=C/c1ccccc1 | -5 | -0.9 | 0.5 | -0.2 | -1 | -1 | -8 | 4 | -1.7 | -0.4 | /
O=C(c1ccc(Cl)cc1)C1CCN(Cc2ccccc2)CC1 | -10 | -1.4 | -0.4 | 0.5 | -1 | -5 | -1 | -7 | -1.2 | -0.1 | -1.8
CCc1nc(NCCCN2CCOCC2)c2oc3ccccc3c2n1 | 0 | -1.2 | -0.6 | 0.7 | -4 | 2 | -2 | 6 | -2.8 | -0.2 | 0.1
Cn1ccc2cc(-c3csc(N4CCC(C(N)=O)CC4)n3)ccc21 | -1 | -0.3 | -0.6 | 0.7 | -3 | 0 | -8 | 7 | 2.7 | -0.5 | 0.7
CC1=C(N2CCOCC2)CCC1=O | 1 | -1.1 | -1.1 | -1.5 | -5 | 0 | 0 | 8 | 0.0 | -0.2 | 0.2
CC(=O)C[C@H](O)CC(=O)[C@H]1OC(=O)CCCCCCCc2ccccc21 | -1 | -0.6 | 3.2 | 1.7 | -4 | 1 | -10 | 2 | 0.7 | -0.2 | -0.6
CCOC(=O)N1CCN(C(=O)COc2ccccc2[N+](=O)[O-])CC1 | -4 | -2.2 | -1.0 | -1.1 | -3 | -7 | -3 | -3 | 0.3 | 0.2 | 0.2
CC(=O)N1CCN(C(=O)c2ccc(Cl)c(NC(=O)c3cccs3)c2)CC1 | -7 | -0.7 | 1.0 | 0.4 | 0 | 0 | -9 | 3 | 0.9 | 1.4 | -0.9
O=C(Cn1cnc([N+](=O)[O-])n1)N/N=C/c1ccc(O)cc1O | -1 | -0.5 | 1.5 | -1.7 | -1 | -1 | -8 | -6 | -1.7 | 0.4 | 0.6
O=[N+]([O-])c1cccc(CON=Cc2ccccc2O)c1 | 3 | 0.0 | 0.5 | 2.0 | 3 | 3 | 10 | -15 | 9.2 | -0.8 | 2.9
CC12CN(Cc3ccccc3)CC(C)(CN(Cc3ccccc3)C1)C2=NO | 1 | -1.3 | -6.1 | -1.3 | -3 | 5 | 8 | 10 | 0.5 | -0.3 | 0.3
CC1OC(C(C)(C)C)CC2=C1C(=O)OC(C)(C)O2 (centres undefined) | 1 | 0.1 | / | -0.2 | -3 | 2 | -7 | 6 | -2.9 | -0.5 | /
CCOC(=O)c1c(C)[nH]c(/C(C)=N/NC(=O)c2cccnc2)c1C | -7 | -0.4 | -0.4 | 1.8 | -5 | -5 | -8 | 3 | 1.3 | 1.1 | 2.5
CC(C)(C)NC(=O)c1ccnc(C(C)(C)C)c1 | 5 | -1.1 | -1.0 | -0.2 | -1 | 1 | -3 | 2 | 0.7 | 0.2 | 0.2
CCN(CC(=O)Nc1ccccc1C(F)(F)F)C(=O)CCOc1ccccc1C | -4 | -0.9 | 0.6 | -1.4 | -4 | 7 | -13 | 11 | -2.0 | -1.3 | -1.2
COc1ccc2nc3n(c(=O)c2c1)-c1ncccc1C(=O)NC3Cc1ccccc1 (centres undefined) | -3 | -0.9 | 1.2 | -1.2 | -5 | -4 | -11 | -4 | -1.6 | 0.3 | -1.3
Cc1ccc(NS(=O)(=O)c2ccc(C(=O)NCCN3CCOCC3)cc2)cc1 | 1 | -0.8 | 0.3 | -0.2 | 0 | -2 | -17 | -5 | 0.1 | -1.3 | -0.8
CCCCCOc1ccc(C(=O)NCC2(c3ccccc3)CCOCC2)cc1 | 2 | -1.8 | 0.9 | -1.5 | 0 | -1 | 4 | -10 | -1.4 | -1.1 | -1.3
CCNC(=O)CC1S/C(=N/N=C(\C)c2ccccc2)NC1=O (centres undefined) | 4 | -1.3 | 1.5 | -2.1 | 1 | 1 | 0 | -2 | 0.3 | -0.4 | -0.5
Cc1ccc2c(c1)C(=O)N1[C@H]3c4cc(C)ccc4OC[C@@H]3[C@H](c3ccccc3)[C@]1(C)C(=O)N2 | 1 | -1.0 | -11 | 0.0 | 4 | 1 | 8 | -2 | 1.7 | -1.8 | -1.9
O=C(OCc1cn([C@H]2CN(CC3CCCCC3)[C@@H](c3ccccc3)C[C@@H]2O)nn1)c1ccccc1 | 0 | -0.8 | -0.7 | -1.6 | -2 | 1 | -18 | -1 | 1.6 | 0.3 | -0.3
COCCn1c(SCC(=O)N2CCCCCC2)nnc1-c1ccco1 | -8 | -0.9 | -0.1 | 0.8 | -6 | 0 | 2 | 10 | -0.1 | -0.5 | -0.6
CC(C(=O)N1CCN(C2c3ccccc3-c3ccccc32)CC1)N1C(=O)c2ccccc2C1=O (centres undefined) | -5 | -1.3 | -0.1 | 0.7 | -4 | -5 | -2 | -1 | -0.9 | 0.0 | 0.0
Nc1cc(SCc2ccc(Cl)cc2Cl)ncn1 | -5 | -1.1 | -0.6 | -1.7 | 1 | 2 | -3 | 2 | 0.8 | -2.1 | 0.1
